From PubChem BioAssay
DDE Tn7 FP inh – DD(E)-Tn7 binding inhibition, primary FP screen | 0.13% of 370,000 active | P02675 | FP displacement of FITC-Tn7 peptide from fibrin DD(E); 0% = median of compound wells per plate | inhibition, % at 8.3 µM;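 active = inhibition above the mean of compounds falling within the control limits plus 3 SD of them, cut at about 14% in these data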;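 note: 0% = plate median of compound wells and 100% = 10 µM Aha-Tn7 peptide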
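Assay system: human fibrin DD(E). Input: DD(E) 2 µM final. Medium: Tris buffer with calcium and detergent, pH 7.8. Compound dosing: single point at 8.3 µM. Timing: 10 min plus 3 h, room temperature. Technique: fluorescence polarization of the labelled Tn7 tracer. Read-out: percent inhibition. Replicates: singlicate testing.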
SIAE inh – inhibitors of human sialic acid acetylesterase SIAE; inhibition, % at 9.66 µM; Q9HAT2; 0.69% of 370,000 active; SIAE FP-Rh probe binding, fluorescence polarization;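 active = inhibition above a cutoff: mean of compounds within the control limits plus 3 SD of those, cut at about 17% in these data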;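 note: 0% = plate median of compound wells and 100% = probe without SIAE protein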
TDP2 absorb – TDP2 (human) inhibition, absorbance primary screen; 0.34% of 370,000 active; recombinant TDP2, T5PNP hydrolysis, p-nitrophenol absorbance 415 nm; O95551; inhibition, % at 12.8 µM;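 active = inhibition above the mean of all tested compounds plus 3 SD, set per campaign, cut at about 25% in these data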;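 note: 0% = DMSO with enzyme and 100% = buffer with substrate but no TDP2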
Target sequence (O95551 whole entry, looked up): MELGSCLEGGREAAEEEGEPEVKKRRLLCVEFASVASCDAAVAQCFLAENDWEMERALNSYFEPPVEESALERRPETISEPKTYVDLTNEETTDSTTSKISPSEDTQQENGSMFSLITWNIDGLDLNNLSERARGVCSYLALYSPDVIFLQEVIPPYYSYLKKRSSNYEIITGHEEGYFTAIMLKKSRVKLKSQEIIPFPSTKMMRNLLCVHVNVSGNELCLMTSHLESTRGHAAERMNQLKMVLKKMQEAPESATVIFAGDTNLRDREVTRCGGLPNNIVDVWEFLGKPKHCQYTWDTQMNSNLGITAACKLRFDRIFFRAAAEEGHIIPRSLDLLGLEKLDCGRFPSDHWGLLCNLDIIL
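Incubation: 2 h at 37 °C; Test system: recombinant human TDP2; Quantity: enzyme 120 nM; Read-out basis: percent inhibition; Medium: 50 mM Tris-HCl pH 7.5 with Mg2+, KCl, DTT, BSA; Repeats: single replicate; Compound: 12.8 µM single point, 1% DMSO; Signal: epi absorbance; Reagent: 5 mM T5PNP chromogenic substrate; Benchmarks: no-enzyme high, DMSO-plus-enzyme low.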
UHRF1 binding – human UHRF1 methylated DNA binding inhibitors; Q96T88; UHRF1 binding to methylated oligo, TR-FRET; inhibition, % at 4.4 µM; 0.75% of 370,000 active; AID 687016; in the data active = inhibition above about 21%;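 note: UHRF1 SRA domain binding a hemimethylated CpG hairpin DNA probe; 0% = median of test compound wells and 100% = reference inhibitor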
HTRA1 inh – inhibitors of human serine peptidase HTRA1; Q92743; recombinant HTRA1, FP-rhodamine activity-based probe, fluorescence polarization; inhibition, % at 5.96 µM; 0.5% of 340,000 active; in the data active = inhibition above about 36%;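 note: 0% = enzyme with DMSO and 100% = wells lacking enzyme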
Target sequence (Q92743 whole entry, looked up): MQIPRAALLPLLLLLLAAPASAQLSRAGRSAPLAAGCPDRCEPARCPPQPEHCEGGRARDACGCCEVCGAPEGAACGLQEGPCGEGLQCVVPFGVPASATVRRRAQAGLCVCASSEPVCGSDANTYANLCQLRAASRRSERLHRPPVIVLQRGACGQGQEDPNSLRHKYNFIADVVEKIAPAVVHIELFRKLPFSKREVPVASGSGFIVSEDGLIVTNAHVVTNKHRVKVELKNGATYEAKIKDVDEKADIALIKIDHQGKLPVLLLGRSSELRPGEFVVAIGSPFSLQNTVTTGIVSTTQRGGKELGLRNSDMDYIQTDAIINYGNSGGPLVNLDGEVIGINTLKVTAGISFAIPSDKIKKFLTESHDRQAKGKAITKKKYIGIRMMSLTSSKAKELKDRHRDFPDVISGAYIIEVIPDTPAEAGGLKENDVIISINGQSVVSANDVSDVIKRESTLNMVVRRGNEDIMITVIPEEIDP
TCR-CD3 inh – blocks the human TCR-CD3 interaction; TAMRA-labeled TCR probe fluorescence, biochemical; inhibition, % at 9.4 µM; 0.37% of 360,000 active; AID 651800; in the data active = inhibition above about 19%;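 note: recombinant mutant TCR 2C K166C tagged with TAMRA read by polarization; 0% = receptor in buffer alone and 100% = receptor with positive control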
LEDGF integ inh – blocks HIV-1 LEDGF/p75-dependent DNA integration; inhibition, % at 3.7 µM; 0.64% of 370,000 active; TR-FRET IN-LEDGF/p75 DNA integration, Eu/Cy5;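 active = inhibition above the screen-wide mean plus 3 SD, cut at about 13% in these data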;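 note: signal is the Cy5 over europium emission ratio at 671 and 618 nm; 0% = plate median of compound wells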
PG9 binder – PG9 antibody binding by small molecule; TR-FRET gp120-PG9 antibody binding; inhibition, % at 6.7 µM; 0.43% of 360,000 active; AID 624416; in the data active = inhibition above about 8.5%
PRMT1 FP inh – inhibitors of human PRMT1; inhibition, % at 2.79 µM; recombinant PRMT1, activity-based probe fluorescence polarization; Q99873; 1.3% of 370,000 active; AID 652257;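 active = inhibition above about 21% made by adding two undisclosed values, limit read from the data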
ABHD4 inh – ABHD4 (mouse) inhibition, primary FP screen. inhibition, % at 8.92 µM. Q8VD66. purified mABHD4, FP-Rh probe fluorescence polarization. 0.54% of 370,000 active;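 active = inhibition exceeding the mean over every tested compound plus 3 SD, cut at about 30% in these data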;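 note: 0% = plate median of compound wells and 100% = S159A mutant with DMSO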
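assay system = mABHD4 protein | compound dosing = single nominal dose of 8.92 µM, 0.89% DMSO final | read-out basis = percent inhibition of probe binding, normalized to plate controls | schedule = Enzyme–compound pre-incubation 45 min, then probe 60 min, both 25 °C | detection = fluorescence polarization, excitation 525 nm, emission 598 nm, BODIPY TMR filters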
An asterisk follows results filed as active; · = not tested or not shown.

SMILES | DDE Tn7 FP inh | SIAE inh | TDP2 absorb | UHRF1 binding | HTRA1 inh | TCR-CD3 inh | LEDGF integ inh | PG9 binder | PRMT1 FP inh | ABHD4 inh
CCOC(=O)C1CCCN(C(=O)/C=C/c2cc(OC)c(OC)c(OC)c2)C1 (stereo not given) | 0 | -2 | -1 | -1 | 0 | 9 | 3 | -5.1 | 3 | 3
CC1(CCc2ccccc2)NC(=O)N(CC(=O)Nc2ccccc2C#N)C1=O (stereo not given) | -2 | -4 | 12 | 6 | 9 | 0 | -2 | 0.0 | -3 | 10
COc1ccc(C(=O)Nc2ccc(C(=O)c3ccccc3)cc2)cc1 | 4 | 0 | 0 | 1 | · | 1 | -4 | -3.7 | -3 | -6
Cc1cc(NC(=O)CSc2nc3c(c(-c4cccnc4)c2C#N)CCC3)no1 | 0 | -4 | -8 | 1 | 7 | -6 | 4 | 20* | 7 | -6
CC(C)c1ccc(CNC(=O)CSCC(=O)Nc2ccc3ccccc3c2)cc1 | 8 | -3 | -1 | 2 | -36 | 5 | -2 | -0.1 | -1 | -12
O[C@H](COc1ccc(Cl)cc1)CN1CCC(C(O)(c2ccccc2)c2ccccc2)CC1 | -2 | 4 | -5 | -1 | · | · | 2 | · | -7 | 6
COc1ccc(C2=CSC(/N=C/c3ccc(F)cc3)=NN2)cc1 | 3 | 2 | 2 | 0 | 4 | -1 | 0 | 1.4 | 24* | -7
CCCc1nnc(NC(=O)CCC(=O)N2CCN(Cc3ccc(F)cc3)CC2)s1 | 1 | -3 | -23 | 2 | 4 | -10 | 2 | -2.5 | -5 | -11
COC(=O)c1ccccc1NC(=O)c1cc2ncc(Br)cn2n1 | 0 | 1 | 2 | -1 | 7 | 4 | -2 | 0.4 | -1 | 2
CC1Cc2ccccc2N1C(=O)CCNS(=O)(=O)c1cccc2nsnc12 (stereo not given) | 4 | 8 | 4 | -4 | 11 | 0 | 3 | -0.7 | -5 | 2
Cc1nn(CC(=O)NCCCc2ccccc2)c(C)c1[N+](=O)[O-] | 8 | 3 | -1 | 0 | -2 | 4 | 1 | 1.1 | 0 | 2
CC(C)c1ccc(C(C)NC(=S)NC2CCCCC2)cc1 (stereo not given) | -2 | -5 | 7 | -3 | -19 | 6 | 3 | -0.8 | -2 | -7
CCCN(CCC)CCCNC(=O)CN1C(=O)CSc2ccc(S(=O)(=O)N3CCOCC3)cc21 | 0 | -1 | -8 | 2 | 1 | -11 | -4 | 2.7 | 3 | 5
Cc1ccc(S(=O)(=O)Nc2cc(C)c(O)c(Sc3n[nH]c(C)n3)c2)cc1 | -2 | 1 | 15 | -4 | -6 | 6 | 1 | -0.5 | 18 | -4
O=C(NCc1ccco1)/C(=C\c1ccc(F)cc1)NC(=O)c1ccco1 | 7 | 2 | 10 | -2 | -5 | 11 | 1 | -1.6 | 1 | 1

Exported as tab-separated lines: entries from further up.
Compound	DDE Tn7 FP inh	SIAE inh	TDP2 absorb	UHRF1 binding	HTRA1 inh	TCR-CD3 inh	LEDGF integ inh	PG9 binder	PRMT1 FP inh	ABHD4 inh
CCOC(=O)C1CCCN(C(=O)/C=C/c2cc(OC)c(OC)c(OC)c2)C1 (stereo not given)	0	-2	-1	-1	0	9	3	-5.1	3	3
CC1(CCc2ccccc2)NC(=O)N(CC(=O)Nc2ccccc2C#N)C1=O (stereo not given)	-2	-4	12	6	9	0	-2	0.0	-3	10
COc1ccc(C(=O)Nc2ccc(C(=O)c3ccccc3)cc2)cc1	4	0	0	1	·	1	-4	-3.7	-3	-6
Cc1cc(NC(=O)CSc2nc3c(c(-c4cccnc4)c2C#N)CCC3)no1	0	-4	-8	1	7	-6	4	20*	7	-6
CC(C)c1ccc(CNC(=O)CSCC(=O)Nc2ccc3ccccc3c2)cc1	8	-3	-1	2	-36	5	-2	-0.1	-1	-12
O[C@H](COc1ccc(Cl)cc1)CN1CCC(C(O)(c2ccccc2)c2ccccc2)CC1	-2	4	-5	-1	·	·	2	·	-7	6
COc1ccc(C2=CSC(/N=C/c3ccc(F)cc3)=NN2)cc1	3	2	2	0	4	-1	0	1.4	24*	-7
CCCc1nnc(NC(=O)CCC(=O)N2CCN(Cc3ccc(F)cc3)CC2)s1	1	-3	-23	2	4	-10	2	-2.5	-5	-11
COC(=O)c1ccccc1NC(=O)c1cc2ncc(Br)cn2n1	0	1	2	-1	7	4	-2	0.4	-1	2
CC1Cc2ccccc2N1C(=O)CCNS(=O)(=O)c1cccc2nsnc12 (stereo not given)	4	8	4	-4	11	0	3	-0.7	-5	2

Additional records.
SMILES | DDE Tn7 FP inh | SIAE inh | TDP2 absorb | UHRF1 binding | HTRA1 inh | TCR-CD3 inh | LEDGF integ inh | PG9 binder | PRMT1 FP inh | ABHD4 inh
CC(=O)Nc1ccc(C(=O)N/N=C/c2ccncc2)cc1 | 4 | -1 | -2 | -1 | -1 | 1 | -1 | -1.0 | 1 | 4
CC(NC(=O)/C(C#N)=C/c1ccc([N+](=O)[O-])o1)c1ccccc1 (stereo not given) | -6 | -1 | -4 | -2 | -19 | 5 | 5 | -1.9 | 18 | -14
Cc1cccc(C(=O)NNC(=O)C(=O)NC(C)(C)C)c1 | -3 | 2 | -3 | 0 | 5 | 4 | -1 | -0.3 | -1 | 3
Cc1ccc(NC(=O)CN(C)C(=O)C2COc3ccccc3O2)cc1 (stereo not given) | -3 | 0 | 5 | 1 | -5 | 1 | 0 | 1.3 | 7 | 0
C=C(C)Cn1c2ccc(NC(=O)NCC)cc2c(=O)n1C | 4 | 3 | 2 | -2 | · | -9 | -1 | 1.0 | 2 | 10
COc1ccccc1C1C(C(N)=O)=C(C)Nc2nc(-c3ccc(Cl)cc3)nn21 (stereo not given) | -6 | 2 | 5 | -1 | -4 | 1 | 0 | -0.3 | 0 | 3
CC(=O)N/N=C/C1=CCC2CC1C2(C)C (stereo not given) | 2 | 3 | 14 | 0 | 0 | -5 | 8 | 0.3 | -3 | -3
CC(C)CC(=O)Nc1ccccc1-c1nnn(CC(=O)N2CCOCC2)n1 | -4 | -2 | -5 | 2 | -2 | 4 | 1 | -0.6 | -1 | -2
Cc1cc(C)c2c(C)c(C(=O)Nc3c(C)n(C)n(-c4ccccc4)c3=O)oc2c1 | 1 | -1 | -5 | -2 | -1 | -2 | -1 | -0.1 | 1 | 3
CCCCCCCNC(=O)C1(CC2CC(c3ccc(Cl)cc3)=NO2)CCN(C(=O)c2cc(OCC)c(OCC)c(OCC)c2)CC1 (stereo not given) | -5 | -17 | 7 | 17 | -16 | -1 | 1 | -2.1 | 1 | -2
CC1CCc2cc(F)ccc2N1C(=O)CSc1nnc2c3cc(F)ccc3n(C)c2n1 (stereo not given) | -6 | 10 | -2 | 4 | 2 | 6 | 1 | -0.1 | 0 | -11
COc1cc(CNCCN2CCOCC2)ccc1OCc1cccc(Cl)c1 | -2 | 17* | 8 | 0 | 9 | -15 | 6 | -1.2 | -1 | 2
CCOc1ccc(NC(=O)CNc2ccc(C)cc2Cl)cc1 | 5 | -2 | 4 | 1 | -10 | 2 | -5 | -0.1 | 4 | -4
C=CCNC(=O)COC(=O)c1cccnc1Nc1ccccc1F | -2 | -7 | 11 | -1 | -13 | 2 | 0 | 0.6 | -5 | -7
COC(=O)[C@]12CCCCC=C1N(Cc1cccc3ccccc13)C(=O)[C@H](CC(=O)NCC1CCCCC1)C2 | -9 | -8 | -4 | 17 | · | -1 | 3 | -3.4 | -9 | 2
CN1CCN(C(=O)C2=C[C@H](c3csc4ccccc34)C[C@H](OCCCCO)O2)CC1 | 7 | 5 | -8 | -1 | -5 | 3 | -1 | -3.0 | -2 | -1
CCOc1cc(-c2noc(N)c2C(=O)OC)cc(OCC)c1OCC | 10 | 2 | 7 | -2 | 6 | 2 | 0 | -0.3 | -2 | 3
O=C1NC(=O)/C(=C\c2ccc(Sc3ccc(Cl)cc3)o2)N1 | 1 | 0 | 5 | 3 | -6 | 3 | 2 | 0.0 | -3 | -5
COc1ccc(OC)c(CCNC(=O)C(C)n2nc(C)c3c(C)n(-c4ccc(C)cc4)nc3c2=O)c1 (stereo not given) | 6 | 1 | -1 | -1 | -1 | 4 | -2 | -1.3 | 1 | 4
COc1ccc(/C=C/c2c(-c3ccccc3OC)sc3ccccc23)cc1OC | -9 | -1 | 5 | 5 | -7 | 1 | -1 | -1.6 | 2 | -5
CC1=C(C(=O)OCc2ccccc2)C(/C=C/c2ccccc2)NC(=S)N1 (stereo not given) | 2 | -19 | -1 | 6 | -49 | -9 | -7 | 1.6 | 14 | -41
O=C(Cc1cccs1)NNC(=S)NC(=O)c1ccccc1 | 0 | -4 | -8 | 0 | 1 | 13 | -2 | 0.5 | 8 | 4
N=C(N)SCc1cn(-c2ccccc2)nc1-c1ccc(Br)cc1 | -6 | -2 | -8 | -2 | -68 | 4 | 1 | 1.6 | 0 | 36*
CC(C)CNC(=O)c1ccccc1NC(=O)CCSc1ccccc1 | 1 | -11 | 1 | -3 | -12 | 0 | 2 | -0.1 | 2 | 2
CC(C)(C)N1C(=O)[C@H]2[C@@H](c3ccc(Br)cc3)N3C(=O)N(c4ccccc4)C(=O)[C@@]3(Cc3ccccc3)[C@H]2C1=O | 3 | 9 | 1 | 2 | 11 | 2 | 0 | -0.1 | -2 | 1
CCN(C(=O)COC(=O)c1oc2ccc(OC)cc2c1C)C1CCS(=O)(=O)C1 (stereo not given) | 2 | 2 | 9 | -3 | 8 | 5 | 5 | 1.3 | -3 | 3
O=C(Nc1ccc(Oc2cccnc2)cc1)C1CCN(Cc2ccccc2F)CC1 | -1 | 11 | 17 | -1 | -7 | -1 | 2 | -2.4 | 0 | -1
CCCn1c2ccccc2c2nnc(SCCN3CCOCC3)nc21 | -2 | 0 | -12 | -7 | 11 | 2 | 20* | -2.6 | 24* | -2
CCSc1cc(N2CCCC2)nc(-c2ccccc2Cl)n1 | 5 | 0 | 1 | 4 | 4 | 0 | 0 | -0.3 | 0 | 2
CC(C)c1ccc(NC2CCCN(C(=O)c3cnn(C(C)C)c3)C2)cc1 (stereo not given) | -1 | 5 | -16 | 0 | -4 | -1 | 2 | -3.0 | -4 | -5
CCn1nc(C(=O)NCCc2ccc(S(N)(=O)=O)cc2)c2ccccc2c1=O | -4 | 3 | 3 | 1 | -4 | 5 | 3 | 0.9 | 0 | 0

Compounds as they come, and some 4.2% of all compounds hit somewhere here.
